High-throughput results: PubChem BioAssay, several laboratories
SDO1 yeast rescue: compounds rescuing growth of sdo1-depleted yeast, bone marrow failure model; S. cerevisiae sdo1-depleted JHY4D growth rescue, OD600 30 h; stronger effect = higher value; pdr5 snq2 efflux-pump mutant strain; z-score at 10 µM; 140,000 compounds, 0.21% hits; AID 817;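 active = z-score above 3 at both the 24 hr and the 30 hr optical density reads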;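 also: z-score against mean and SD of all compound wells on the same plate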
INS promoter inh: TRM-6 insulin promoter activity inhibition; TRM-6 cells (human fetal islet line), insulin promoter-eGFP reporter, imaging; reporter expression induced with tamoxifen; inhibition, % at 2 µM; 130,000 compounds, 0.9% hits;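 active = inhibition above the mean plus 3 SD, with well images judged a real hit on visual review, cut at about 60% in these data, passing the limit was not always enough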
SDO1 yeast rescue Rescue 24 h: also measured in SDO1 yeast rescue; calls as there; z-score; S. cerevisiae sdo1-depleted JHY4D growth rescue, OD600; measured here: growth rescue at 24 h;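 0 is the plate mean of compound wells and units are plate SD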
An asterisk follows results filed as active; nt = not tested or not shown.

Start of the listing, in advance:
SMILES | SDO1 yeast rescue | SDO1 yeast rescue Rescue 24 h | INS promoter inh
CCOC(=O)N1N=C(C)CC1(O)c1ccccc1 (stereo not drawn) | 1.3 | 1.55 | 31.2
CCOC(=O)N1CCN(CCC(=O)Nc2ccc(OC)cc2)CC1 | -0.03 | -0.18 | 3.6

The list itself, repeating the preview:
SMILES | SDO1 yeast rescue | SDO1 yeast rescue Rescue 24 h | INS promoter inh
CCOC(=O)N1N=C(C)CC1(O)c1ccccc1 (stereo not drawn) | 1.3 | 1.55 | 31.2
CCOC(=O)N1CCN(CCC(=O)Nc2ccc(OC)cc2)CC1 | -0.03 | -0.18 | 3.6
COc1cc(NC(=O)c2cccc(F)c2)cc(OC)c1OC | nt | nt | 2.3
O=C(COc1nnnc2ccccc12)N1CCCc2ccccc21 | 0 | -0.73 | 7.9
Cc1ccc(C(=O)N/C(=C\c2ccc(C(C)C)cc2)C(=O)NCCCN2CCOCC2)cc1 | 0.61 | 0.28 | -31.0
c1ccc(-c2noc(CSc3nnnn3C3CCCCC3)n2)cc1 | -1.33 | -0.65 | nt
CCn1c(=N)n(CC(=O)c2cccc([N+](=O)[O-])c2)c2ccccc21 | 1.82 | 1.31 | -7.7
N#C/C(=C\c1cccs1)Sc1nc2ccccc2s1 | -1.62 | -0.65 | -223.8
CCc1nc(N2CCN(C(=O)c3ccco3)CC2)c2oc3ccccc3c2n1 | -1.19 | -0.62 | nt
O=C(NO)c1cc(OCC(F)(F)F)ccc1OCC(F)(F)F | 0.48 | -0.15 | 21.9
COc1ccccc1NC(=O)CCC(=O)OCc1ccc(Cl)cc1 | nt | nt | 0.0
O=C(O)C(NC(=O)c1ccccc1)=C(Cl)Cl | nt | nt | -18.2
CCNC(=S)NC1CC2CCC(C1)N2Cc1ccccc1 (stereo not drawn) | -0.53 | -0.55 | 30.0
Cc1cc(N(C(=O)c2ccco2)C(C(=O)NC2CCCCC2)c2ccccc2)ccc1-n1cnnn1 (stereo not drawn) | 0.41 | -0.15 | 16.7
COC(C(=O)NC1CC1)c1ccccc1 (stereo not drawn) | 1.47 | -0.56 | 16.7
Cc1ccsc1/C=N/NC(=O)c1cccs1 | 0.5 | -0.01 | nt
O=C(O)CC(c1ccccc1)n1cnnn1 (stereo not drawn) | 0.6 | -0.54 | 7.1
COC(=O)NNC(=O)C1CCC(C(=O)NNC(=O)OC)CC1 (stereo not drawn) | 0.55 | -0.14 | 46.9
CCCCOc1ccc(C(=O)CCN2CCOCC2)cc1 | nt | nt | 8.3
O=C(O)CCCc1nc2ccccc2s1 | -1.49 | -0.72 | -200.0
CCN(CC)c1ccc2cc(-c3nc4ccccc4n3C)c(=O)oc2c1 | 0.53 | 2.51 | -138.5
CC(Oc1ccccc1)C(=O)Nc1ccccc1F (stereo not drawn) | 0.31 | 0.36 | -5.7
C/C(=N\NC(=O)Cc1cccn1C)c1cccc2ccccc12 | -0.28 | -0.73 | 11.9
Fc1cc(F)cc(NC(=S)NN2CCOCC2)c1 | nt | nt | 8.3
COc1ccc(C)cc1NCC(=O)Nc1ccc(C(C)(C)C)cc1 | -0.37 | -0.41 | nt
COc1ccc(CC(=O)NC(C)CCc2ccccc2)cc1 (stereo not drawn) | nt | nt | -75.0
O=C(NNc1cc(N2CCOCC2)nc(N2CCOCC2)n1)C12CC3CC(CC(C3)C1)C2 | 1.09 | 0.72 | -15.4
Cn1c(=O)c2c(nc(Br)n2CCSc2nnnn2-c2ccccc2)n(C)c1=O | -0.85 | -0.9 | -11.7
COc1ccccc1N1CCN(C(=O)CN(Cc2ccccc2)S(C)(=O)=O)CC1 | 0.11 | -0.01 | -4.7
CSc1cccc(NC(=S)N2CCC(N(C)C3CCCCCC3)CC2)c1 | nt | nt | -80.0
CC(=O)NC(C(=O)NCC(N)=O)C(C)C (stereo not drawn) | 0.35 | 0.3 | 23.8
CN1CCc2c(sc(NC(=O)c3cc4cc([N+](=O)[O-])ccc4s3)c2C(N)=O)C1 | nt | nt | -241.7
COc1ccc(S(=O)(=O)N2CN(Cc3ccco3)c3nc4ccccc4nc32)cc1 | -0.42 | -0.36 | 0.0
Cc1ccnc(NC(=O)c2ccc(NC(=O)c3ccco3)cc2)c1 | 0.03 | -0.56 | 38.5
O=C(CSc1nnc(-c2ccccc2)n1-c1ccc(Cl)cc1)NC1CCS(=O)(=O)C1 (stereo not drawn) | -0.89 | -1.35 | nt
CCOc1ccc(-n2c(SCC(N)=O)nc3c(c2=O)SCC3)cc1 | 0.93 | 0.52 | 3.1
O=c1c2ccccc2c(-c2ccccc2)nn1-c1ccccn1 | nt | nt | 7.1
CCCCS(=O)(=O)C(=C1Nc2ccccc2N1)S(=O)(=O)CCCC | 0.81 | 0.88 | -61.1
O=C(Nc1nnc(-c2ccccc2)s1)c1ccc(Cl)c(S(=O)(=O)N2CCOCC2)c1 | 0.84 | 1.31 | nt
CN1CCN(c2nc(-c3cccnc3)nc3scc(-c4ccccc4)c23)CC1 | nt | nt | -60.0
c1ccc2c(CSCCc3ccncc3)cccc2c1 | -1.99 | -1.66 | 4.7
CC1=Nn2c(nnc2C2CCCCC2)SC1 | -0.16 | 0.26 | nt
O=C(CN(c1ccc(F)cc1)S(=O)(=O)c1ccccc1)NCc1ccco1 | 0.15 | 0.08 | nt
COc1ccc(-c2nnc(-c3cc4c(ccc5ccccc54)oc3=O)o2)cc1 | -0.09 | -0.33 | -16.2
CCN1C(=O)/C(=C2\SC(=S)N(CCCOC)C2=O)c2ccccc21 | -0.36 | -0.11 | nt
COc1cc(C(=O)Nc2nc3ccccc3s2)ccc1OCc1c(C)noc1C | -0.72 | 0.68 | -13.9
Cc1ccc(NCc2nnc(SCCN3CCCCC3)n2CC2CCCO2)c(C)c1 (stereo not drawn) | -0.28 | -0.53 | -20.0
C#CCNC(=O)/C=C/c1ccc(OC)cc1 | -0.16 | -0.34 | 25.0
C/C(N)=C(/C#N)C(=O)CSc1nnc(-c2ccc3c(c2)OCO3)o1 | -0.39 | -0.59 | -20.0
O=C(Cn1cnc2c(nnn2Cc2ccc(F)cc2)c1=O)NCc1ccc(F)cc1 | nt | nt | 0.0
O=C(c1ccc2c(c1)OCO2)N(c1ccc(F)cc1)C1C=CS(=O)(=O)C1 (stereo not drawn) | 0.07 | -0.7 | nt
O=C(Nc1nc2ccccc2[nH]1)C1CC(=O)N(c2ccc3c(c2)OCCO3)C1 (stereo not drawn) | -0.61 | -0.41 | nt
CN(C)c1ccc(C(=S)N2CCOCC2)cc1Br | -0.47 | -0.14 | nt
Cc1cc(C)cc(NS(=O)(=O)c2ccc(NC(=O)C3CCCCC3C(=O)O)cc2)c1 (stereo not drawn) | 1.6 | -0.07 | 24.1
CSc1c(-c2ccccc2)nc2ccc(Cl)cc2c1C(=O)O | 0.16 | -0.11 | nt
COC(=O)c1c[nH]c(=O)c2ccccc12 | nt | nt | -6.7
Cc1snc2sc(C(=O)c3ccc(Br)cc3)c(N)c12 | 0.29 | 1.67 | -41.7
O=C(/C=C/c1cccc([N+](=O)[O-])c1)OCC(=O)c1ccccc1 | nt | nt | 21.4
O=C(NCc1ccc(-c2nc3ccccc3s2)cc1)c1ccc(Br)o1 | -0.45 | 0.18 | nt
O=C(N/N=C/c1cc2ccccc2nc1Cl)[C@H]1C[C@@H]1c1ccccc1 | -1.22 | -0.28 | 13.8

Carrying on:
SMILES | SDO1 yeast rescue | SDO1 yeast rescue Rescue 24 h | INS promoter inh
COc1ccc2c(-c3ccccc3)cc(N3CCOCC3)nc2c1 | -2.07 | -0.88 | 18.8
COc1ccc(S(=O)(=O)N2CCN(C(=O)c3cccs3)CC2)cc1OC | 2.16 | 3.22 | nt
O=c1c2nnn(Cc3ccccc3)c2ncn1C/C=C/c1ccccc1 | -2.2 | -1.92 | nt
COCCNC(=S)N/N=C(\C)c1ccccc1OC | -0.3 | -1.19 | -92.9
Cn1c(=O)[nH]c(=O)c2c1nc(N1CCOCC1)n2CC(O)COc1ccc2ccccc2c1 (stereo not drawn) | -0.38 | -1.33 | -23.7
c1nnnn1C12CC3CC(CC(C3)C1)C2 | 0.73 | 1.34 | 42.9
CCOc1ccccc1NC(=O)Nc1cccc(C(C)=O)c1 | -1.16 | -1.32 | 21.4
COc1ccc(N2C(=O)C(Cl)=C(Nc3ccccc3OC)C2=O)cc1 | 0.82 | 0.69 | -14.3
CCCNC(=O)c1sc2c(c1C(=O)Nc1ccccn1)CCCC2 | nt | nt | -145.4
Cc1cccc(C(=O)N(c2ccccn2)C(C)c2ccco2)c1 (stereo not drawn) | nt | nt | -8.3
O=C(NC1CCCC1)C1CC(=O)N(CCc2ccccc2)C1 (stereo not drawn) | 0.43 | 0.47 | 26.7
CC(c1ccccn1)N(CCN(C)C)C(=S)Nc1ccccc1F (stereo not drawn) | 0.35 | -0.25 | 18.8
O=C(c1ccc2c(=O)n(C3CCCC3)c(=S)[nH]c2c1)N1CCc2ccccc21 | -1.83 | -1.49 | -28.6
CC(C)c1[nH]nc2c1C(c1ccc(OC(=O)c3ccco3)cc1)C(C#N)=C(N)O2 (stereo not drawn) | 0.48 | -1.05 | 45.5
CCOC(=O)N1CCN(C(=O)CSc2ncccn2)CC1 | 0.03 | -0.97 | -185.7
COc1cccc2c(=S)c(CCC(C)=O)c(C)[nH]c12 | 0.73 | 0.05 | nt
COC(=O)c1ccccc1S(=O)(=O)N(CCCN1CCOCC1)Cc1cccs1 | 0.93 | 1.33 | 39.5
O=C(c1c[nH]c2ccc(F)cc2c1=O)N1CCCCCC1 | 1.22 | 1.11 | 52.6
Cn1cnc2c1c(=O)n(Cc1cccc(Br)c1)c(=O)n2C | -0.26 | -0.76 | 57.1
O=C(NC(=S)Nc1ccccc1N1CCCC1)c1ccc([N+](=O)[O-])cc1 | -0.8 | -1.43 | 37.0
COC(=O)C1CCN(C(=O)c2ccccc2NC(C)=O)CC1 | 1.81 | 1.63 | nt
CCC(CC)c1nnc(NC(=O)[C@@H](NC(=O)c2cccc(C)c2)C(C)C)s1 | 0.02 | -0.22 | 9.4
O=C(Cn1cnc2c(cnn2-c2ccccc2Cl)c1=O)N1CCc2ccccc21 | 0.24 | -0.23 | nt
O=C(CCc1ccccc1)NC(NC(=S)Nc1ccc(Cl)cc1)C(Cl)(Cl)Cl (stereo not drawn) | -1.21 | -0.78 | nt
Cc1cc(OC(=O)c2ccco2)c(Sc2ccccc2[N+](=O)[O-])c(=O)o1 | nt | nt | -38.9
COc1ccccc1NC(=O)N1CCN(c2ccc(F)cc2)CC1 | 1.26 | 1.29 | 18.8
Cc1csc(NC(=O)C2CCCN2C(=O)OCC(C)C)n1 (stereo not drawn) | 0.3 | -0.29 | nt
Nc1c(C(=O)Nc2ccccc2)sc2nc3c(c(-c4ccco4)c12)CCC3 | -0.63 | -0.01 | -31.6
O=C(c1ccccc1)N1CCN(c2ccccc2F)CC1 | 0.72 | -0.52 | 18.2
COc1ccc(-c2ccc(=O)n(CC(=O)Nc3ccc(C(=O)NC4CC4)cc3)n2)cc1OC | 0.72 | 0.38 | 8.6
O=S(=O)(Cc1cc(Cl)nc(-c2ccncc2)n1)c1ccccc1 | nt | nt | 33.3
Cc1cc(=O)[nH]c(=S)[nH]1 | 0.98 | 0.83 | 14.3
NC(=O)C1CCN(CC(=O)Nc2cc(Cl)ccc2Oc2ccccc2)CC1 | nt | nt | -33.3
CCn1c(CCCNC(=O)c2cccs2)nc2ccccc21 | 0.25 | -0.23 | nt
O=C1CCn2nc(-c3ccc(Cl)cc3)cc2N1 | 1.8 | 0.9 | nt
Oc1[nH]c2ccccc2c1OCc1ccncc1 | 0.24 | -0.8 | nt

Sorted by value in SDO1 yeast rescue (largest number first): 7 of the compounds above
SMILES | SDO1 yeast rescue | SDO1 yeast rescue Rescue 24 h | INS promoter inh
COc1cccc2c(=S)c(CCC(C)=O)c(C)[nH]c12 | 0.73 | 0.05 | nt
Cc1ccc(C(=O)N/C(=C\c2ccc(C(C)C)cc2)C(=O)NCCCN2CCOCC2)cc1 | 0.61 | 0.28 | -31.0
O=C(O)CC(c1ccccc1)n1cnnn1 (stereo not drawn) | 0.6 | -0.54 | 7.1
Cc1ccsc1/C=N/NC(=O)c1cccs1 | 0.5 | -0.01 | nt
Cc1csc(NC(=O)C2CCCN2C(=O)OCC(C)C)n1 (stereo not drawn) | 0.3 | -0.29 | nt
Oc1[nH]c2ccccc2c1OCc1ccncc1 | 0.24 | -0.8 | nt
O=C(CSc1nnc(-c2ccccc2)n1-c1ccc(Cl)cc1)NC1CCS(=O)(=O)C1 (stereo not drawn) | -0.89 | -1.35 | nt

Later entries:
SMILES | SDO1 yeast rescue | SDO1 yeast rescue Rescue 24 h | INS promoter inh
COc1cccc2cc(C(C)N(CCCN3CCOCC3)C(=S)Nc3ccc(C)cc3)oc12 (stereo not drawn) | nt | nt | 5.9
CCn1c(COc2ccc3c(c2)CCCC3)nnc1SCC(=O)Nc1nccs1 | -1.3 | -0.53 | -24.3
CCCCCCc1cc2cc(-c3nnc(-c4ccccc4OC)o3)c(=O)oc2cc1O | -1.04 | -0.73 | -21.9
CC(=O)Cc1nsc(NC(=O)c2cccs2)n1 | 0.14 | -0.34 | 10.3
ClC1(Cl)CC1CSc1nc2ccccc2[nH]1 (stereo not drawn) | nt | nt | 54.5
CC(C)N(C(=O)CSc1nn2c(=O)c(C(C)(C)C)nnc2s1)c1ccccc1 | -0.39 | 0.05 | nt
O=C(NN1C(=O)C2C3C=CC(C3)[C@H]2C1=O)c1cccnc1 (stereo partly drawn) | 1.14 | 0.99 | nt
CCOc1ccc(N2CC(C(=O)Nc3cccc(S(=O)(=O)N4CCCCC4)c3)CC2=O)cc1 (stereo not drawn) | nt | nt | -53.3
Cn1c(C(=O)N2CCN(Cc3ccccc3)CC2)cc2c(=O)n(C)c3ccccc3c21 | -0.53 | -0.82 | nt
Cc1nn(C)c(Oc2ccc(Cl)cc2)c1C=O | 1.25 | 1.17 | nt
